Assay outcomes deposited in PubChem BioAssay by Broad Institute.
PGC1a acetyl inh: lowers PGC1a acetylation signal in U2OS cells; AlphaScreen anti-acetyl-lysine; with virally co-expressed GCN5 acetyltransferase; inhibition, % at 15.6 µM; actives 0.17% (n = 350,000); AID 651687;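 active = every replicate shows inhibition of at least 40%; inconclusive = mean inhibition at least 40% but some replicate below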;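 also: 0% = neutral control wells and 100% = positive control wells; some results beyond the cut were filed as inactive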
PglD DTNB: inhibitors of Campylobacter jejuni PglD acetyltransferase; purified PglD enzyme, DTNB colorimetric CoA detection; actives 0.098% (n = 360,000); AID 602405; inhibition, % at 12.5 µM; in the data active = inhibition above about 16%, passing the limit was not always enough; inconclusive = no clear call, values can overlap the other calls; also: strong numbers were not always called active
S100A4 inh HTS: S100A4-myosin IIA interaction inhibition | P26447 | S100A4/TAMRA-MyoIIA peptide fluorescence polarization | inhibition, % at 10.7 µM | actives 0.14% (n = 360,000);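 active = mean inhibition of at least 70% across replicates, with every replicate also reaching that level; inconclusive = mean inhibition reaches 70% but some replicates fall short; inactive = mean inhibition below 70%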
Target sequence (P26447 whole entry, looked up): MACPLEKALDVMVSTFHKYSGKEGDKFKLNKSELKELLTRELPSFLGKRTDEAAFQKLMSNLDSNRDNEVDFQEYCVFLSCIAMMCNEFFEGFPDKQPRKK
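Assay system: human S100A4 monomer with TAMRA-labelled myosin IIA peptide / Buffer or medium: Calcium-containing HEPES buffer, pH 7.2 / Reagent: TAMRA-labelled myosin IIA heavy-chain peptide probe, 5 nM / Compound: one dose per compound / Timing: polarization read 5 min after assay mix addition, stable 5–60 min / Benchmarks: neutral control DMSO, positive control TFP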
FN deposition inh: fibronectin deposition inhibition; AID 743247; actives 0.086% (n = 350,000); AH1F fibroblasts, Alexa488-fibronectin deposition fluorescence, overnight; inhibition, % at 12.6 µM;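 active = mean inhibition across replicates of 30% or more, regardless of how many single replicates reach that level; inconclusive = mean under 30% yet at least half of replicates reach 30%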;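 also: positive control wells lacked labelled fibronectin entirely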
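Test system: AH1F fibroblast monolayer depositing Alexa488-labelled fibronectin into matrix. Input: 10000 cells per well. Technique: fluorescence, ex 485 nm, em 525 nm. Buffer or medium: DMEM plus 2% serum, read in PBS. Timing: 1 h cell adhesion before compound, then overnight fibronectin incubation. Compound: single dose, pinned. Read-out basis: inhibition from reduced deposited-fibronectin fluorescence.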
PAX8 reporter: lowers PAX8-driven luciferase in RMG-I cells. AID 652154. actives 1.2% (n = 360,000). inhibition, % at 12.6 µM. RMG-I TPO-luciferase reporter, SteadyGlo, 24 h;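 active = mean replicate inhibition at least 60% with every replicate also reaching 60%; inconclusive = only one of the two criteria is met; inactive = mean below 60% and not all replicates reaching 60%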;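 also: luciferase light reporting Pax8 driven TPO promoter activity; plate controls were median of neutral control wells for no effect and mitoxantrone controls for full effect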
EWS-Fli inh: blocks EWS/Fli oncoprotein-driven transcription; A673 NR0B1-luciferase reporter, viability-normalised; AID 651661; actives 0.67% (n = 350,000); inhibition, % at 12.6 µM;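 active = mean inhibition of at least 50% after viability correction, with every replicate also passing that limit; inconclusive = mean reaches 50% but only one of two replicates passes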;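 also: firefly luciferase signal divided by Alamar Blue viability fluorescence both relative to DMSO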
ERAP1 HTS inh: blocks human ERAP1 aminopeptidase activity. actives 0.15% (n = 340,000). inhibition, % at 10.7 µM. Q9NZ08. recombinant ERAP1, Leu-AMC fluorescence, 60 min;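 active = mean replicate inhibition of at least 30%, or all replicates individually reaching that 30% level; inactive = mean below 30% and not every replicate reaching it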;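 also: 0% = neutral control wells and 100% = L-leucinethiol positive control wells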
Target sequence (Q9NZ08 whole entry, looked up): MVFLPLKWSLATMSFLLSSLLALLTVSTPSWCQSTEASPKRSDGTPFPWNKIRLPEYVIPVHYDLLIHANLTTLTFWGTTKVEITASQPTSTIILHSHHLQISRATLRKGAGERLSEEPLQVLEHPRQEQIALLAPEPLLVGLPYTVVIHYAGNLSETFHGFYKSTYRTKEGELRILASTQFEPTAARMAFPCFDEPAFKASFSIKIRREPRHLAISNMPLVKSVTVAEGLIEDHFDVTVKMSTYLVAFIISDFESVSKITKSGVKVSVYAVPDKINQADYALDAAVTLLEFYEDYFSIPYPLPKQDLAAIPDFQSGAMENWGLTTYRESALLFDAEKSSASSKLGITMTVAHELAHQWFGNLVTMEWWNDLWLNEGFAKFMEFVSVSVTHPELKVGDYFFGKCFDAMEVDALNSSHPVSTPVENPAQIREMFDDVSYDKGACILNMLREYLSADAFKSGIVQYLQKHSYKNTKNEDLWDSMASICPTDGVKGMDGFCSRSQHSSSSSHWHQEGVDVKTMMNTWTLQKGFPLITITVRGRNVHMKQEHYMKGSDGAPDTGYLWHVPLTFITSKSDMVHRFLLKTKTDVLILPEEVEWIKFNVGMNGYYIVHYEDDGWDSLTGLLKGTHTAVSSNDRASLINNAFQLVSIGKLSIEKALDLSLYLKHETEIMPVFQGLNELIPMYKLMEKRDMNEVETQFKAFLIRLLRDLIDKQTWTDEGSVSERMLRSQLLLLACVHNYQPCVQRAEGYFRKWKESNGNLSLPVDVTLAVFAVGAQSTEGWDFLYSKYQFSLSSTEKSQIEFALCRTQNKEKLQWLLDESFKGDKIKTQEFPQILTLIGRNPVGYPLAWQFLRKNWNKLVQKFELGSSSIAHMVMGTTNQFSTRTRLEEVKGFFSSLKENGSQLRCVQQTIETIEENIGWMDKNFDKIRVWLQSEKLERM
LGR2 inh: inhibitors of bursicon-induced Drosophila LGR2 receptor cAMP signaling; actives 0.35% (n = 380,000); HEK293 LGR2, CRE-luciferase, bursicon-stimulated, 4 h; inhibition, % at 9.99 µM;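 active = drop in luminescence signal, shown as inhibition above about 50% in the replicate tests, limit read from the data, passing the limit was not always enough; inconclusive = probably only some replicates passing the limit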;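 also: agonist challenge used bursicon conditioned medium at about half maximal strength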
An asterisk follows results filed as active; ? = inconclusive; . = no result given; & = joins results of further samples.

SMILES | PGC1a acetyl inh | PglD DTNB | S100A4 inh HTS | FN deposition inh | PAX8 reporter | EWS-Fli inh | ERAP1 HTS inh | LGR2 inh
CN(C(=S)NC(=O)/C=C/c1ccc(F)cc1)C1CCCCC1 | . | . | 6 | -2 | -17 | 10 | 2 | -9
C/C=C/c1ccc([C@H]2[C@@H](CNC(C)C)N(C(=O)c3ccccc3)[C@H]2CO)cc1 | -1 | -2 | . | 10 | 11 | 11 | . | 19
Cc1c(NC(=O)c2ccc(NS(=O)(=O)c3ccccc3)cc2)c(=O)n(-c2ccccc2)n1C | . | -1 | 2 | . | 7 | 3 | 1 | 6
Cc1ccc(-c2nc(NCc3ccco3)c3ccccc3n2)cc1 | -11 | . | -2 | 6 | -37 | -11 | 6 | -51
O=C(C[C@H]1C/C=C\CC[C@@H](Cc2ccc(F)cc2)C(=O)O[C@@H](c2ccccc2)CNC1=O)N[C@H](CO)Cc1ccccc1 | . | 5 | 0 | -9 | 9 | 4 | 3 | -23
CCCNC(=O)Nc1ccc2c(c1)C(=O)N(C)[C@@H]1CC[C@@H](CC(=O)NCc3ccccc3)O[C@H]1CO2 | -1 | 0 | -1 | 8 | 15 | -4 | 0 | -1
Cc1cc(C(=O)N/N=C/c2ccc(C)s2)n[nH]1 | . | 1 | -3 | 0 | -121 | -64 | -2 | -31
CC1(C)CC(=O)C=C(c2cccc(CO)c2)C1 | 3 | 1 | -3 | -9 | -26 | -4 | . | -7
CN1C(=O)c2cc(NC(=O)CC(F)(F)F)ccc2OC[C@H]2O[C@@H](CC(=O)NC3CCC3)CC[C@@H]21 | 5 | 0 | 0 | 7 | -26 | 1 | 0 | -9
CC(C)(C)c1ccc(OCCNC(=S)Nc2ccccc2)cc1 | 6 | -3 | 1 | -4 | -9 | 9 | 12 | 22
CNC[C@@H]1Oc2cc(C#Cc3cccc(OC)c3)ccc2S(=O)(=O)N([C@@H](C)CO)C[C@H]1C | -59 | 5 | -13 | . | . | 13 | -2 | -1
COC(=O)c1ccc(SCC(=O)NCc2ccccc2)c([N+](=O)[O-])c1 | 5 | 0 | 8 | 3 | 2 | 0 | 2 | -3
CCOc1ccc(NC(=O)CN2C(=O)CSc3ccc(S(=O)(=O)N4CCCC4)cc32)cc1 | -6 | 0 | 5 | 1 | 4 | . | 1 | 2
O=C(NC(=S)Nc1cccc([N+](=O)[O-])c1)C1CCCCC1 | 2 | 0 | 6 | -17 | -18 | . | -2 | -19
CCCC#Cc1ccc2c(c1)O[C@H](CN(C)C(=O)Nc1ccc(OC)cc1)[C@H](C)CN([C@H](C)CO)S2(=O)=O | -22 | 7 | -4 | . | . | 24 | -1 | 17
COC(=O)c1sc(-c2ccc(Cl)cc2)cc1N | 3 | 0 | -9 | -9 | -149 | -62 | . | -54
CCC(C(=O)OCC(=O)Nc1ccc(Cl)c(S(=O)(=O)N(C)C)c1)c1ccccc1 (centres undefined) | . | . | 6 | 9 | 30 | 1 | 1 | 11
Cc1cc(N)c2ccccc2n1 | . | . | -3 | 7 | 1 | 0 | . | 9
Cc1cc(N)n(-c2ccc([N+](=O)[O-])cc2)n1 | . | . | -3 | . | 6 | 28 | 4 | -24
C[C@@H]1CCCCO[C@@H](CN(C)CC2CCCCC2)[C@@H](C)CN([C@@H](C)CO)C(=O)c2cc(NS(=O)(=O)c3cn(C)cn3)ccc2O1 | . | 0 | 9 | . | 1 | -2 | -3 | -5
CN(C)CCCNC(=S)N(Cc1cccs1)Cc1cc2cc3c(cc2[nH]c1=O)OCCO3 | -2 | . | -3 | 7 | -3 | 1 | 0 | -6
CC1CC(NC(=O)/C=C/C(=O)O)CC(C)(C)C1 (centres undefined) | -2 | 6 | 0 | 1 | 14 | 6 | . | 1
COC(=O)c1sccc1S(=O)(=O)Nc1ccc(C)cc1 | . | . | 7 | 4 | 8 | -18 | -3 | 12
CCN(CC)S(=O)(=O)c1ccc(Cl)c(NC(=O)COC(=O)c2cccn2C)c1 | 0 | . | 4 | 1 | 12 | 11 | -3 | -17
CCNC(=O)C[C@H]1CC[C@H]2[C@@H](COC[C@H](O)CN2Cc2ccc(Cl)c(Cl)c2)O1 | -1 | 0 | 4 | -7 | 18 | 2 | 2 | 1
SMILES | PGC1a acetyl inh | PglD DTNB | S100A4 inh HTS | FN deposition inh | PAX8 reporter | EWS-Fli inh | ERAP1 HTS inh | LGR2 inh
Cc1cccc(C)c1NC(=O)CN(C)CC(=O)c1c(N)n(Cc2ccccc2)c(=O)n(C)c1=O | 10 | 4 | 2 | 8 | 38 | 3 | 2 | -2
N#CC1(Nc2cccc(Cl)c2)CCCC1 | 4 | -2 | -1 | -4 | 8 | 0 | 0 | -8
O=C(c1ccco1)N1CCN(C(=O)c2nn3cccnc3c2Cl)CC1 | 2 | 4 | . | 4 | . | . | . | -3
NC(=S)C(c1ccccc1)c1ncc(C(F)(F)F)cc1Cl (centres undefined) | -6 | 2 | 0 | 4 | -7 | 13 | 2 | 12
CCCNC(=O)C1(C)CCCN(C(=O)c2cccc(OC(F)(F)F)c2)C1 (centres undefined) | 13 | -1 | 1 | . | 5 | 3 | -4 | 4
COc1ccc(S(=O)(=O)Nc2ccc3c(c2)CC(=O)N([C@H](C)CO)C[C@@H](C)[C@@H](CN(C)S(=O)(=O)c2ccccc2)O3)cc1 | -6 | 2 | . | . | -15 | 15 | . | -9
Cc1ccc(S(=O)(=O)N(CC(=O)Nc2ccccc2)C(=O)N2CCN(C)CC2)cc1 | . | . | -3 | 8 | 14 | -1 | -1 | 8
OC(CNCc1ccc2c(c1)OCO2)COc1ccc(F)cc1 (centres undefined) | 3 | -2 | 0 | -2 | 13 | -6 | 1 | -1
CCCN(C)C[C@@H]1OCCCC[C@@H](C)Oc2ccc(NC(=O)CCCN(C)C)cc2C(=O)N([C@H](C)CO)C[C@@H]1C | 10 | 0 | 6 | 0 | -14 | -5 | -3 | -14
CO[C@H](CN(C)S(=O)(=O)c1cn(C)cn1)[C@H](C)CN(C(=O)Nc1ccc(C(F)(F)F)cc1)[C@@H](C)CO | 9 | 1 | -4 | -2 | . | -7 | 1 | 14
O=C(CCN1CCCCC1)N[C@@H]1CC[C@H](CCn2cc(-c3cccc(F)c3)nn2)O[C@@H]1CO | 1 | -1 | 6 | 5 | -7 | -3 | 7 | 0
COc1ccc(S(=O)(=O)N(C)C[C@H]2OCCCC[C@H](C)Oc3ccc(NS(=O)(=O)c4cccs4)cc3C(=O)N([C@H](C)CO)C[C@@H]2C)cc1 | 5 | -2 | -35 | . | 30 | 6 | 2 | -18
CN1c2ccc(-c3ccccc3)cc2[C@@H]2[C@@H](CCN2C(=O)c2ccc(F)cc2)[C@@H]1CO | -1 | 1 | 16 | -4 | 20 | 10 | -2 | 7
COc1cc(C(=O)N/N=C(\C)Cn2nc([N+](=O)[O-])cc2C)ccc1O | . | -1 | . | -5 | -2 | . | . | -6
CCCNC(=O)N1[C@H](C#N)[C@@H](c2ccccc2C2=CCCCC2)[C@@H]1CO | -9 | . | 9 | -2 | . | -17 | 2 | 8
CC(=O)c1ccc(S(=O)(=O)NCC2CCN(C(=O)C(=O)c3cc4ccccc4o3)CC2)cc1 | . | . | 4 | 8 | 15 | 2 | -1 | -16
Cc1cc(C)c2nc(SCC(=O)NNC(=O)c3ccco3)c(C)cc2c1 | 16 | 5 | 0 | 0 | 15 | 8 | 4 | .
COc1ccc(CNC(=O)COC(=O)C2CC2C)cc1OC (centres undefined) | . | -2 | -5 | -6 | 1 | -2 | -2 | -3
CN(Cc1cccc(F)c1)CC(O)COCc1ccccc1Cl (centres undefined) | 2 | 2 | 0 | 1 | 0 | 9 | -2 | 29
O=[N+]([O-])c1cc(S(=O)(=O)Nc2ccc(Cl)cc2)ccc1N/N=C/c1ccncc1 | . | 2 | -5 | 0 | 3 | 26 | 5 | ?
COc1ccc2c3c([nH]c2c1)[C@H](CO)N(C(=O)NC(C)C)CC31CN(C(=O)NC(C)C)C1 | . | . | 6 | . | . | -13 | 4 | 8
CC(=O)Nc1cccc2c1C(=O)N(c1cccc(C)c1)C2=O | 0 | -3 | . | 4 | 24 | . | . | .
Cc1cc(-c2cc(-c3ccccc3)on2)nc(NCC2CC2)n1 | 6 | 3 | 1 | -2 | -51 | -11 | -3 | -6
COc1ccccc1S(=O)(=O)N[C@H]1C=C[C@H](CC(=O)N2CCN(C)CC2)O[C@H]1CO | 18 | 3 | -1 | . | -19 | 7 | 4 | 3
CC(=NCc1ccccc1)c1ccccc1O | . | . | -3 | . | 13 | 4 | -1 | .

3 entries from above, ordered by number of heavy atoms, smallest number first.
SMILES | PGC1a acetyl inh | PglD DTNB | S100A4 inh HTS | FN deposition inh | PAX8 reporter | EWS-Fli inh | ERAP1 HTS inh | LGR2 inh
COc1ccc(CNC(=O)COC(=O)C2CC2C)cc1OC (centres undefined) | . | -2 | -5 | -6 | 1 | -2 | -2 | -3
Cc1cc(-c2cc(-c3ccccc3)on2)nc(NCC2CC2)n1 | 6 | 3 | 1 | -2 | -51 | -11 | -3 | -6
O=C(C[C@H]1C/C=C\CC[C@@H](Cc2ccc(F)cc2)C(=O)O[C@@H](c2ccccc2)CNC1=O)N[C@H](CO)Cc1ccccc1 | . | 5 | 0 | -9 | 9 | 4 | 3 | -23

The listing continues:
SMILES | PGC1a acetyl inh | PglD DTNB | S100A4 inh HTS | FN deposition inh | PAX8 reporter | EWS-Fli inh | ERAP1 HTS inh | LGR2 inh
CC(C)CCNC(=O)C1CCCCN1S(=O)(=O)c1ccc(F)cc1 (centres undefined) | -1 | -4 | -2 | . | . | -5 | 0 | -5
CCOC(=O)c1cc2c(c(-c3cccc(C#Cc4ccc(OC)c(OC)c4)c3)n1)[C@@H](CCO)N(S(=O)C(C)(C)C)C2 (some centres undefined) | -12 | 8 | -26 | -11 | -8 | 18 | 3 | -12
CCOC(=O)C1CCN(C(=O)CN2C(=O)COc3ccc(C(C)(C)C)cc32)CC1 | 0 | -2 | 6 | 4 | 13 | 1 | 0 | -13
C[C@H](CO)N1C[C@H](C)[C@@H](CN(C)S(=O)(=O)c2ccccc2)Oc2ccc(NS(=O)(=O)c3ccccc3)cc2C1=O | 4 | -4 | -18&-5 | 0 | -6&-6 | 0&7 | 0&-1 | 3&-22
O=C(O)CNC(=O)C12CC3CC(CC(Cl)(C3)C1)C2 | . | . | -4 | -5 | 11 | -7 | -2 | 15
COCCN1C(=O)CCC1(C)c1nnnn1-c1c(C)cccc1C (centres undefined) | . | . | 1 | -2 | -6 | -4 | 8 | -8
COc1ccc(CNC(=O)C2CC(c3cccc(OC)c3)=NO2)cc1 (centres undefined) | 12 | 2 | . | 1 | . | . | . | 2
CCOc1ccc(NC(=O)C2C(c3ccccc3)C2(Cl)Cl)cc1 (centres undefined) | 4 | 13 | -4 | -6 | -6 | -30 | 0 | 0
CCCN1CCN(CC(O)COC(c2ccc(OC)cc2)c2ccc(OC)cc2)CC1 (centres undefined) | 4 | -1 | -1 | 0 | 15 | -8 | -1 | 8
O=C1CN(S(=O)(=O)c2cccc(F)c2)C[C@@H]2[C@@H](c3ccc(-c4ccc(F)cc4)cc3)[C@@H](CO)N12 | -4 | . | -11 | . | . | . | 0 | 5
CCN(CC)C1CC(=O)N(c2ccc(Br)cc2)C1=O (centres undefined) | ? | 5 | -11 | 4 | -21 | 3 | -3 | 2

Not a hit list; any-hit rate near 2.1%.
